PMI act: activators of human phosphomannose isomerase; activation factor at 20 µM; P34949; purified human PMI, coupled resazurin fluorescence, 20 min; active compounds read high; 1 = vehicle control, 0 substrate-free wells; actives 0.005% (n = 190,000);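 active = activation factor of 2 or more at 20 µM, relative to plate controls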
Target sequence (P34949 whole entry, looked up): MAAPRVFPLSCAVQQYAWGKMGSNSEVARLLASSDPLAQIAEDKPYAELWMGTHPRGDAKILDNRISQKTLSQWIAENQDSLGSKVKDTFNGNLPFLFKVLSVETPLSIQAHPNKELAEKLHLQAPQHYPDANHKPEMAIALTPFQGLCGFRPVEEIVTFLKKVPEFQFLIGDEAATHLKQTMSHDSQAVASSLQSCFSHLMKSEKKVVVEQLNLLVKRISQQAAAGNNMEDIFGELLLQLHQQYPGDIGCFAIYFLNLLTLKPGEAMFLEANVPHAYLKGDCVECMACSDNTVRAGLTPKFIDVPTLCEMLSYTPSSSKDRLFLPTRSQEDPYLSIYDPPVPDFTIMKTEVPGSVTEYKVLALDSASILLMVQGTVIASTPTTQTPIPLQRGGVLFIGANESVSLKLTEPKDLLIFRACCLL
Diaph inh CS: diaphorase inhibition or chemical oxidation counter-screen. diaphorase resazurin-to-resorufin fluorescence, NADH, 16 min; bacterial (C. kluyveri) enzyme, not human. inhibition, % at 20 µM. actives 0.69% (n = 190,000). AID 1217;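 active = primary screen inhibition at 20 µM above a set limit, cut at about 50% in these data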;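 note: plate controls were DMSO with full reaction for no effect and wells lacking NADH for full effect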
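controls = No-NADH positive control and DMSO neutral control | system = Clostridium kluyveri diaphorase enzyme | timing = reaction incubation of 16 min at room temperature | signal = resorufin fluorescence 544/590 nm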
RAM network inh: blocks the yeast RAM network | S. cerevisiae dse1pr::URA3 reporter, 5-FOA growth OD615, 2 d; analog-sensitive cbk1-as2 kinase mutant strain | inhibition, % at 50 µM | actives 1.8% (n = 190,000);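 active = inhibition above a set limit, 3 SD over mean compound inhibition, cut at about 8.4% in these data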;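 note: 0% = DMSO-only wells with no growth and 100% = 10 µM 1-NA-PP1 full growth; inhibition rescues growth on 5-FOA so higher OD means more RAM inhibition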
DTT redox prof: compounds producing H2O2 with reducing agent – biochemical, NIH compound library profiling, artefact control for MLSCN library redox annotation, primary screen; DTT-dependent redox cycling H2O2, phenol red/HRP absorbance; 100% = 100 µM peroxide control, 0% = buffer; actives 0.03% (n = 200,000); activation, % at 10 µM; AID 878;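 active = activation of at least 50% relative to the plate's high and low controls in the primary single-dose screen; inactive = activation below 50%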;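 note: compound incubated with DTT at 0.8 mM final as the reducing agent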
TLR4-MyD88 BLA: inhibitors of human TLR4-MyD88 binding; HeLa CL3-4 TLR4/MyD88 BLA complementation, FRET ratio; AID 861; actives 0.18% (n = 200,000); inhibition, % at 8.4 µM; O00206+Q99836; in the data active = inhibition above about 25%;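 note: 0% = vehicle and 100% = reference inhibitor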
Diaphorase act: diaphorase activation or chemical reduction counter-screen; Diaphorase/resazurin coupled assay, resorufin fluorescence, 16 min; active compounds read high; 1 = vehicle wells, 0 = NADH-free wells; activation factor at 20 µM; actives 0.005% (n = 190,000);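 active = diaphorase activity raised at least twofold by the compound at 20 µM; inactive = activation factor below 2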
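Material: Purified diaphorase enzyme from Clostridium kluyveri | Buffer or medium: 50 mM HEPES pH 7.4 with 4.542 mM MgCl2, 0.005% Tween 20 | Times: 16 min enzyme reaction, ambient temperature | Signal: Red resorufin fluorescence at 544/590 nm excitation/emission | Measure: Increased resorufin signal from activators or reducing compounds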
Hsp70 act: Hsp70 transcriptional activation, primary screen; AID 1203; activation, % at 10 µM; actives 0.04% (n = 200,000); HeLa Hsp70 promoter luciferase reporter, luminescence; scaled: vehicle 0, proteasome-inhibitor control 100%;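 active = activation above the mean across all tested compounds plus 3 SD, cutoff set per campaign, cut at about 5.5% in these data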;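 note: 100% = MG132 at 30 µM as the positive control and 0% = DMSO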
S1P3 antag: blocks the human S1P3 receptor. Q99500. CHO S1P3 NFAT-BLA reporter, FRET fluorescence, antagonist mode. inhibition, % at 4.98 µM. actives 0.27% (n = 170,000);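 active = inhibition above the plate cutoff, the mean inhibition of test wells on that plate plus 3 SD, cut at about 28% in these data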;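 note: cells challenged with S1P at its EC80 of 0.8 µM; blue over green emission ratio from cleaved BLA substrate after 4 h stimulation; 0% = S1P-stimulated wells and 100% = unstimulated DMSO-only wells; some compounds past the cut are filed as inactive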
Target sequence (Q99500 whole entry, looked up): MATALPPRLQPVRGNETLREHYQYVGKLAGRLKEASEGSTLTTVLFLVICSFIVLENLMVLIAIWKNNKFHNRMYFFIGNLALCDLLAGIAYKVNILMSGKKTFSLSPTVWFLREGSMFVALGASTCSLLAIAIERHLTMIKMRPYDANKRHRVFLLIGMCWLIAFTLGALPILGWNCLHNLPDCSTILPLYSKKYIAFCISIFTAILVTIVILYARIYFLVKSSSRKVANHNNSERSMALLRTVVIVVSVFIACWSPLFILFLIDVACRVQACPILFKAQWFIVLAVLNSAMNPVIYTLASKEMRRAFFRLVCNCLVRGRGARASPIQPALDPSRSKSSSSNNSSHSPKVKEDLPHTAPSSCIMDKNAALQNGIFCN
PMI act satM6P: PMI (human) activation, high substrate; P34949; coupled PMI enzyme assay, resazurin fluorescence, 20 min; active compounds read high; 1 = untreated enzyme, 0 = substrate-free blank; activation factor at 20 µM; actives 0.34% (n = 190,000); AID 1216;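 active = activation factor of 2 or more at 20 µM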
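Test system: human phosphomannose isomerase with PGI, G6PDH, diaphorase coupling enzymes; amount: 15 ng/mL PMI; incubation: enzyme reaction with compound 20 min at room temperature; technique: resorufin fluorescence (Ex 544/Em 590 nm) from resazurin via diaphorase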
G6PDH counter: L. mesenteroides G6PDH inhibition counter-screen; Purified L. mesenteroides G6PDH, diaphorase/resazurin coupled fluorescence, 45 min; inhibition, % at 5 µM; actives 0.12% (n = 200,000); AID 1020
Lmaj promast: reduces viability of Leishmania major promastigotes; resazurin fluorescence viability; inhibition, % at 10 µM; actives 9% (n = 200,000);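 note: promastigotes grown with compound for 44 hours at 28 °C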
* hit, by the source's call; nt = not tested or not shown. Cut-off read from the data, not from the text of the source, unless noted: active = inhibition above about 50%; inactive = the rest.

SMILES	PMI act	Diaph inh CS	RAM network inh	DTT redox prof	TLR4-MyD88 BLA	Diaphorase act	Hsp70 act	S1P3 antag	PMI act satM6P	G6PDH counter	Lmaj promast
CCc1ccc(C2CC(c3ccccc3C)n3nc(N)nc3N2)cc1 (stereo not drawn)	1	12.6	4.2	-2.4	-7.1	0.9	-0.3	2.4	1	-13.9	35.7
CCN(CC)S(=O)(=O)c1cc(C(=O)OCC(=O)Nc2cccc(S(=O)(=O)N(C)C)c2)ccc1F	1	16.5	9.2*	-0.1	-3.5	0.8	0.2	-4.3	0.9	2.3	-5.3
CCCCNC(=O)OC1CCS(=O)(=O)C1 (stereo not drawn)	1	14.5	0.7	2.6	-3.7	0.9	-0.4	-1.2	1	6.4	-5.9
N#CC[n+]1cc(-c2ccc(Cl)cc2)n2c1CCC2	0.9	23.0	1.8	1.0	-7.6	0.8	-0.4	-15.2	0.9	-0.7	-6.7
COc1ccc(-n2nc([N+](=O)[O-])c(=NCCc3ccc(C)cc3)n2O)cc1	1	1.8	0.6	-0.1	-11.4	1	0.2	7.5	1	5.3	80.2*
O=C(/C=C\c1cn(-c2ccccc2)nc1-c1cccs1)N1CCOCC1	1	11.2	-0.5	-0.5	-1.0	0.9	-0.4	13.0	1	-0.6	23.5
Cn1cc(SCC(=O)N2CCN(c3ccccc3)CC2)c2ccccc21	1	11.4	1.7	0.2	0.3	0.9	-0.3	-32.7	0.8	-8.5	0.3
Cn1c(=O)c2cc(S(=O)(=O)NC(C(=O)N3CCCCCC3)c3ccccc3)ccc2n(C)c1=O (stereo not drawn)	1.1	4.3	-0.5	0.1	6.4	1	0.1	-6.6	1.1	4.4	3.4
COc1ccc2c(c1)nc(NCCO)n2C	0.8	9.7	1.9	-0.2	-7.0	0.9	-0.4	1.1	0.7	11.4	-4.3
COc1ccc(-c2nc3c(-c4ccc(F)cc4)cnn3cc2C)cc1F	0.9	18.8	3.7	0.9	-12.7	0.8	0.5	8.9	0.9	9.1	-4.4
CCN(CC)S(=O)(=O)c1ccc(Cl)c(C(=O)NC2CCCC2)c1	1	5.5	0.6	-1.4	-5.3	0.9	0.4	39.4	1	2.9	4.9
O=C(C1CCN(Cc2ccc(OCc3ccccc3)cc2)CC1)N1CCCC1	1	3.4	0.9	-2.4	12.6	1	-0.2	2.6	1	4.1	-6.0
COC(=O)c1ccc(N(C(=O)c2ccco2)C(C(=O)NC2CCCC2)c2ccco2)cc1 (stereo not drawn)	1.2	-7.4	0.1	0.6	4.0	1.1	0.0	nt	1.1	3.0	13.8
COc1ccccc1NC(=O)Cn1cnc2c(cnn2-c2ccc(C)c(C)c2)c1=O	1.1	-14.2	4.4	1.2	1.2	1.1	-0.2	-11.7	0.9	5.0	2.6
Fc1cccc(NC(=S)N2CCCCC2)c1	1	12.2	-0.2	-8.1	9.5	0.9	0.1	nt	0.9	2.8	14.2
O=C(NNC(=S)Nc1ccccc1)c1cccs1	1.1	-2.5	-0.7	-0.3	-6.3	1	0.2	-9.0	1.1	2.3	-7.5
CCSc1nc2ccccc2n1CC(=O)N1CCCCC1	1	2.4	-0.1	1.9	10.7	1	-0.1	-5.7	1	2.2	2.0
O=CNCC(=O)NC1CCCCCC1	0.9	16.1	0.1	-0.2	-8.5	0.8	-0.3	-7.5	0.9	9.1	3.7
CC1=C(Sc2ccccn2)C(=O)NC(C)(C)C1	1	-3.4	-0.1	2.1	5.0	1	-0.1	-25.4	1	3.7	-3.6
Cc1cccc(NS(=O)(=O)c2ccc(C3CCCCC3)cc2)c1	0.7	31.7	4.9	-6.4	6.5	0.7	-0.5	nt	0.8	5.8	17.4
CC1CCCCC1NC(=O)/C(C#N)=C/c1ccc(F)c(F)c1 (stereo not drawn)	1	4.8	3.7	-0.4	-3.8	1	-0.2	-20.3	1	-4.7	96.4*
CC(=C/c1ccc(C(C)C)cc1)/C=N/NC(=O)Cn1nc(C)cc1C	0.8	16.9	0.8	-0.2	-0.2	0.8	-0.3	-6.2	0.8	6.6	6.9
CC12C=CC3(O1)C(C(=O)N(c1ccccc1)C3C(=O)NC1CCCC1)C2C(N)=O (stereo not drawn)	1	8.9	2.1	7.5	-6.3	0.9	-0.1	nt	1.1	7.0	-5.0
Cc1ccc(OCCCC(=O)N2CCOCC2)c(C)c1	0.8	13.9	0.6	2.8	-3.6	0.9	0.0	-14.6	0.8	15.4	-2.9
O=C(CSc1nc(C2CCCCC2)nc2ccccc12)NCc1ccc2c(c1)OCO2	0.9	7.4	1.3	0.8	-1.6	0.9	-0.2	-7.6	1	-8.0	53.0*
Cc1cc(S(=O)(=O)N2CCN(Cc3ccccc3)CC2)c(C)s1	0.9	24.6	1.8	-0.4	1.0	0.8	-0.2	11.5	1	8.3	-8.4
NS(=O)(=O)c1ccc(NC(=O)Nc2cccc(Cl)c2)cc1	0.9	-1.9	1.6	-0.7	-7.5	1	-0.3	-0.5	1	9.7	-6.2
COc1ccc(C2(C(=O)Nc3ccc(C(=O)O)cc3)CCOCC2)cc1	0.9	3.5	1.6	-0.4	-6.4	1	0.4	-4.1	0.9	-8.3	-3.6
CCOC(=O)C(=Cc1ccc(-n2cncn2)cc1)C(=O)OCC	1	-0.3	3.0	-1.7	17.2	1	1.6	2.0	1.1	1.0	77.5*
CCOC(=O)C1(CC2CCCCO2)CCN(C(=O)Nc2ccc(SC)cc2)CC1 (stereo not drawn)	0.8	37.1	2.8	-1.7	3.0	0.6	-0.2	10.0	0.9	8.6	9.7
CCCCN(CCCC)C(=O)c1nsnc1-c1ccccc1O	0.9	5.6	0.4	0.1	-3.8	0.9	-0.1	nt	1	3.0	11.2
NS(=O)(=O)c1ccc(CNC(=O)CSc2ccccc2)cc1	1	-2.4	1.0	-0.1	-5.3	1	0.0	-1.8	1	7.9	-2.2
O=C(NC(=S)N1CCN(c2ccc([N+](=O)[O-])cc2)CC1)c1ccc(F)cc1	0.9	17.0	0.5	0.3	1.3	0.8	0.0	9.7	0.9	5.6	42.1
CSCc1cc(N(C)C)nc(SCc2ccc(Cl)c(Cl)c2)n1	1.3	10.2	-1.2	3.2	0.1	0.9	-0.3	nt	1.6	4.9	6.9
O=C(NCc1ccccc1)C1CCCN1S(=O)(=O)c1cccc2cccnc12 (stereo not drawn)	1	2.7	2.6	-0.6	-6.1	1	-0.2	-2.4	1	0.2	0.1
CC(=O)Nc1cc(N=Cc2ccc(O)cc2O)c(Cl)cc1Cl	1	21.1	0.2	0.4	0.1	0.8	-0.1	20.3	0.6	4.0	1.7

Ordered by SMILES length (lowest first): 4 of the compounds above
SMILES	PMI act	Diaph inh CS	RAM network inh	DTT redox prof	TLR4-MyD88 BLA	Diaphorase act	Hsp70 act	S1P3 antag	PMI act satM6P	G6PDH counter	Lmaj promast
CC(=O)Nc1cc(N=Cc2ccc(O)cc2O)c(Cl)cc1Cl	1	21.1	0.2	0.4	0.1	0.8	-0.1	20.3	0.6	4.0	1.7
O=C(NCc1ccccc1)C1CCCN1S(=O)(=O)c1cccc2cccnc12 (stereo not drawn)	1	2.7	2.6	-0.6	-6.1	1	-0.2	-2.4	1	0.2	0.1
CCOC(=O)C1(CC2CCCCO2)CCN(C(=O)Nc2ccc(SC)cc2)CC1 (stereo not drawn)	0.8	37.1	2.8	-1.7	3.0	0.6	-0.2	10.0	0.9	8.6	9.7
O=C(NC(=S)N1CCN(c2ccc([N+](=O)[O-])cc2)CC1)c1ccc(F)cc1	0.9	17.0	0.5	0.3	1.3	0.8	0.0	9.7	0.9	5.6	42.1

Next compounds follow:
SMILES	PMI act	Diaph inh CS	RAM network inh	DTT redox prof	TLR4-MyD88 BLA	Diaphorase act	Hsp70 act	S1P3 antag	PMI act satM6P	G6PDH counter	Lmaj promast
COc1cc2c3nnc(-c4ccc(F)cc4)c-3cn(Cc3cccc(F)c3)c2cc1OC	1.1	-42.8	3.1	3.2	25.6*	1.4	-0.2	-4.7	1.2	-4.2	19.9
CCOC(=O)CN1C2=NCCN2c2ccccc21	0.9	7.0	2.1	1.9	8.8	0.9	-0.3	-0.4	0.9	-8.1	-5.1
O=C(CSc1ncnc2c1oc1ccccc12)NC1CCCCC1	1	2.6	0.9	-1.4	3.5	1	0.0	-5.0	1	-0.4	39.6
O=C(COC(=O)C1CCC(=O)N1)Nc1ccccc1Br (stereo not drawn)	1	8.9	2.1	-0.6	4.5	0.9	-0.4	-7.9	1	-0.2	-7.9
O=C(COC(=O)/C=C/c1ccccc1Cl)NC(=O)Cc1ccccc1	0.8	13.4	1.4	0.0	-12.3	0.9	-0.3	-8.8	0.9	-3.7	-0.9
CC(/C=N/n1cnnc1)=C\c1ccco1	1.4	4.9	2.6	-2.6	4.5	1	-0.1	14.9	1.2	3.9	-7.0
CCN(CC)S(=O)(=O)c1cccc(NC(=O)c2ccc(-n3nc(C)cc3C)cc2)c1	0.9	13.7	7.9	0.7	-8.5	0.9	-0.4	21.4	0.9	-14.4	18.1
Cn1c(SCc2ccccc2[N+](=O)[O-])nnc1-c1cccnc1	1.2	-20.6	2.2	0.9	-7.2	1.2	0.3	2.7	1.3	7.4	-1.5
COc1ccc(-n2nnnc2S(=O)(=O)CC(=O)N2CCCCC2)cc1	0.9	20.2	0.6	-0.7	6.4	0.8	0.0	18.3	0.8	1.8	92.5*
CN(C)/C=C(\C(=O)c1ccc(Cl)cc1)c1nnnn1-c1ccc(Cl)cc1	nt	nt	1.1	0.8	-13.9	nt	-0.4	nt	nt	nt	-1.2
O=C(NCCCn1ccnc1)/C(=C\c1cccs1)NC(=O)c1ccco1	1.1	7.5	1.7	-0.2	-11.0	0.9	-0.4	0.7	1	9.5	55.9*
COc1ccccc1OCC#CCSc1ncccn1	1.1	-14.4	3.2	-0.1	6.7	1.1	-0.5	-1.6	1.1	9.6	-1.6
C[C@]12CC[C@@H]3c4ccc(O)cc4CC[C@H]3[C@@H]1C[C@@H](O)[C@@H]2O	1.1	7.1	1.0	0.2	-14.2	0.9	-0.2	2.5	1.1	5.9	-3.5
O=C(CCC(=O)N1CCN(S(=O)(=O)c2ccc(Cl)cc2)CC1)NCc1ccccc1	1	9.8	0.4	0.1	-7.0	0.9	-0.1	-1.9	1	7.5	43.5
O=C(CSc1ncccc1-c1nc2ccccc2[nH]1)NCc1ccco1	1.3	18.3	1.3	2.1	-5.6	0.8	0.0	-15.1	1.4	7.1	4.1
CCN(CC)CCCN(Cc1cc2ccc(C)c(C)c2[nH]c1=O)C(=O)NC1CCCCC1	1	5.9	-1.2	2.7	7.4	0.9	0.8	nt	1	11.2	6.4
COc1ccccc1/C(O)=C(\C#N)c1nc2ccccc2[nH]1	1.2	11.6	4.2	-0.5	-10.3	0.9	-0.3	10.3	1	7.9	3.1
